From PubChem BioAssay
All columns: NCI-60 one-dose screen, growth in % after 48 h at 10 µM unless noted; 100 = growth as untreated, 0 = no growth, -100 = all killed.
M14: M14 melanoma; hit rate 6.2% among 80,000; AID 1794745
EKVX: EKVX NSCLC. hit rate 3% among 71,000. AID 1794765
MALME-3M: MALME-3M melanoma. hit rate 5.8% among 78,000. AID 1794766
SK-MEL-5: SK-MEL-5 melanoma; AID 1794755; hit rate 6.4% among 80,000
UACC-257: UACC-257 melanoma; hit rate 4.4% among 78,000; AID 1794764
A549/ATCC: A549/ATCC NSCLC. hit rate 3.7% among 81,000
UACC-62: UACC-62 melanoma. hit rate 5.4% among 81,000. AID 1794756
SK-MEL-2: SK-MEL-2 melanoma; hit rate 4.7% among 77,000
Active calls of the source: *; · = no result given; & = joins results of further samples. How the source made its calls: active means growth percent below 10; inactive means the rest.

SMILES | UACC-62 | SK-MEL-2 | SK-MEL-5 | EKVX | MALME-3M | A549/ATCC | M14 | UACC-257
CNCCCNCCCN1C(=O)c2ccc3c4c(ccc(c24)C1=O)C(=O)N(CCCNCc1ccccc1OC)C3=O | -42* | -50* | -94* | · | -90* | 1.8* | 1.0* | -81*
CCOC(=O)C1=CSC2=NC3=C(CCC/C3=C\c3cc(OC)c(OC)c(OC)c3)C(c3cc(OC)c(OC)c(OC)c3)N12 (stereo unspecified) | 74 | 106 | 60 | 95 | 75 | 65 | 17 | 58
COc1ccccc1I | 101 | 111 | 101 | 101 | 105 | 104 | 111 | 105
O=C(Cc1ccc(NC(=O)c2cccc(Cl)c2)cc1)NCc1ccccc1 | 37 | 47 | 7.5* | 73 | 61 | 44 | 19 | 69
Fc1ccc(NCc2ccc3cc2OCC#C/C=C\C#CCO3)cc1 | 78 | 80 | 69 | 92 | 85 | 103 | 94 | 88
O=C(COc1ccc(NC(=O)Nc2ccccc2)cc1)N=Nc1c(O)[nH]c2ccc(Cl)cc12 | 102 | 107 | · | 102 | 103 | 108 | 79 | 114
CC(C)n1cnc2c(=S)nc[nH]c21 | 110 | 114 | 103 | 98 | 156 | 126 | 109 | 120
Cc1ccccc1NC(=O)N/N=c1\cc(C)c2ccc(O)cc2o1 | 96 | 105 | 108 | 99 | 101 | 103 | 99 | 101
CCCCCNCC(O)Cc1ccc(OCC)cc1 (stereo unspecified) | 96 | 97 | 100 | 101 | 106 | 86 | 100 | 81
C=C1C(=O)O[C@H]2[C@H]1CC/C(COC(=O)CSCCSCC(=O)OC/C1=C/CC[C@@]3(C)O[C@H]3[C@H]3OC(=O)C(=C)[C@@H]3CC1)=C\CC[C@@]1(C)O[C@@H]21 | 26 | 70 | 78 | 11 | -8.7* | 69 | 3.1* | 50
COc1cc2oc(-c3cccc(NC(=O)CNC(=O)OC(C)(C)C)c3)cc(=O)c2c(OC)c1OC | 70 | 115 | 63 | 99 | 108 | 101 | 108 | 118
CCOC(=O)c1c(Cl)c2c(n1C)-c1oncc1CCC2 | 88 | 106 | 95 | · | 125 | 91 | 118 | 98
CCOC(=O)CCCC(=O)OCC | 102 | 111 | 106 | 108 | 96 | 101 | 99 | 99
CCC1OC(OC)C=CC1=O (stereo unspecified) | 85 | 129 | 103 | 89 | 100 | 102 | 104 | 117
Nc1ccc(CCCC(=O)O)cc1 | · | 104 | 101 | 101 | 102 | 99 | 107 | ·

Remaining list, next part:
SMILES | UACC-62 | SK-MEL-2 | SK-MEL-5 | EKVX | MALME-3M | A549/ATCC | M14 | UACC-257
CN(C)c1ccc(N=Cc2ccccc2)cc1 | 100 | 129 | 106 | 128 | 142 | 106 | 110 | 117
CCCCNC(=O)c1cccc(C2CCCCC2)c1O | 79 | 106 | 102 | 103 | 92 | 93 | 104 | 105
O=C1CSC(c2ccccc2Br)N1n1cnnc1 (stereo unspecified) | 86 | 107 | 105 | 97 | 109 | 102 | 100 | 101
N#CCCCC1(CCCC#N)OCCO1 | 107&102 | 105 | 101&111 | 103 | 102&106 | 100&97 | 98&103 | 94&91
O=C(O)c1nc(-c2ccccc2)oc1N1CCOCC1 | 85 | 97 | 105 | 104 | 120 | 100 | 106 | 104
O=S(=O)(c1ccccc1)N1CCCCC1 | 95 | 105 | 100 | 106 | 116 | 99 | 101 | 111
COc1cc(C(C)=O)cc(OC)c1OC | 98 | 98 | 98 | 108 | 105 | 108 | 107 | 111
CCCCCCC(C)(O)C(C(=O)O)c1ccccc1 (stereo unspecified) | 83 | 115 | 105 | 108 | 141 | 113 | 104 | 114
CCOC(=O)c1cc(-c2ccc(Br)cc2)n(C(=O)CSc2nc3sc4c(c3c(=O)n2-c2ccc(Cl)cc2)CCCC4)n1 | 100 | 131 | 104 | 82 | 102 | 103 | 104 | 110
COc1cc(C2C(C#N)=C(N)N(c3ccc(F)cc3F)C3=C2C(=O)CC(C)(C)C3)cc(OC)c1OC (stereo unspecified) | 95 | 113 | · | 107 | 104 | 100 | · | 102
N#Cc1ccc2c(c1)Oc1ccccc1C1=NCCN12 | 90 | 90 | 94 | 63 | 94 | 91 | 96 | 104
O=C1C(c2ccccc2)=C(c2ccccc2)C(c2ccccc2)C1c1ccccc1 (stereo unspecified) | 73 | 36 | 88 | · | 81 | 50 | 47 | 68
CCCCCCCCCCCCCCCCCCSC(=N)N | 78 | 98 | 98 | 88 | 83 | 81 | 60 | 81
CN(C)c1ccc2c(c1)OC(N)=C(C#N)C2c1ccc2c(c1)CCCN2C (stereo unspecified) | 34 | 31 | 21 | 34 | 68 | 27 | 2.8* | 55
CNC(=O)c1cccc(NC(=O)c2ccc3c(c2)nnn3/C(C#N)=C/c2ccccn2)c1 | -87* | -61* | -13* | -31* | -97* | 83 | -74* | -67*

More records:
SMILES | UACC-62 | SK-MEL-2 | SK-MEL-5 | EKVX | MALME-3M | A549/ATCC | M14 | UACC-257
O=C(O)c1ccc(-c2ccccc2)cc1 | 91 | · | 117 | 80 | 113 | 102 | 110 | 119
CC[Si](CC)(CC)OC1[C@@H](O[Si](CC)(CC)CC)[C@@H](CNC(=O)NC)O[C@H]1n1cnc2c(NC(=O)Nc3ccccc3)ncnc21 (stereo partly specified) | 73 | · | 95 | · | 63 | 69 | 100 | ·
COc1ccccc1-n1c(-c2csc(N)n2)n[nH]c1=S | 101 | · | 118 | 111 | 122 | 123 | 94 | 148
Nc1nc(Cl)c2c(C(F)(F)F)cn(CC3CCNCC3)c2n1 | 87 | 88 | 95 | 89 | 101 | 94 | 57 | 84
O=C(Cc1ccccc1)C(O)c1ccccc1 (stereo unspecified) | 91 | 102 | 91 | 80 | 104 | 96 | 99 | 110
Nc1nc(=O)[nH]c(N)c1N | 105 | 111 | 99 | 98 | 95 | 102 | 98 | 111
Cc1ccc(-c2cnc3sc(C(=O)NNC(=O)c4ccc(Br)cc4)c(C)n23)cc1 | 94 | 120 | 87 | 74 | 133 | 93 | 97 | 110
O=c1[nH]c2ccc(Cl)cc2cc1CSc1ccccc1Nc1nccc(-c2ccc(Cl)cc2)n1 | 76 | 129 | 95 | 81 | 90 | 86 | 102 | 100
CCSc1nnc2c3c4c(sc3nc(-c3cccnc3)n12)CCCCCC4 | 93 | 94 | 99 | · | 120 | 97 | 107 | 104
COc1ccc2c(c1)/C(=C\c1sc(Nc3ccc(O)cc3)nc1O)C(C(=O)O)=N2 | 95 | 108 | 100 | 99 | 92 | 99 | 97 | 108
OCC[C@@H]1C[C@@H]1c1cc2ccccc2o1 | 96 | 97 | 100 | 97 | 83 | 90 | 97 | ·
COc1cc(-c2nc3ccccc3c(=O)[nH]2)ccc1OCC(=O)N=Nc1c(O)[nH]c2ccccc12 | 96 | 103 | 81 | 93 | 95 | 98 | 106 | 109
CCCN(Cc1ccc(CN(CCC)C(=O)C(Cl)Cl)cc1)C(=O)C(Cl)Cl | 48 | 72 | 35 | 71 | 55 | 84 | 76 | 92
O=C1N(O)C2(CCCCC2)/C(=N/O)C12CCCCC2 | 110 | 100 | 105 | · | 102 | 104 | 94 | 103
COC(=O)c1cc(-c2c(-c3ccccc3)no[n+]2[O-])no1 | 89 | 106 | 101 | 101 | 101 | 106 | 106 | 102

Further structures.
SMILES | UACC-62 | SK-MEL-2 | SK-MEL-5 | EKVX | MALME-3M | A549/ATCC | M14 | UACC-257
COc1ccc(-c2[nH]c3ncc(-c4ccc(OC)cc4)n3c(=O)c2C#N)cc1 | 89 | 100 | 98 | 89 | 104 | 97 | 108 | 97
CC(/C=C1\SC(=S)N(CCC(=O)NC(Cc2c[nH]c3ccccc23)C(=O)O)C1=O)=C\c1ccccc1 (stereo unspecified) | 83 | 108 | 104 | 109 | 84 | 95 | 92 | 100
Cc1nsc(N)n1 | 101 | 109 | 103 | · | 112 | 101 | 98 | 86
CC(C)(C)n1cc(-c2ccnc(NCCCNS(=O)(=O)c3ccc(Cl)cc3)c2)c(-c2ccccc2)n1 | 75 | 93 | 79 | 77 | 99 | 71 | 92 | 90
CCc1cc(CC)c(C(C)=O)c(CC)c1 | 103 | 101 | 109 | 120 | · | 95 | 99 | 103
O=C(c1ccc(Cl)cc1)C1[C@H](c2ccccc2Cl)[C@@H](c2ccccc2)NC12C(=O)Nc1ccc(Br)cc12 (stereo partly specified) | -86* | -90* | -95* | -42* | -64* | -42* | -89* | -31*
N#Cc1c(-c2ccc(Cl)cc2)nc(SCCCCCC(=O)NO)[nH]c1=O | 104 | 107 | 101 | 105 | 107 | 106 | 105 | 113
Oc1ccccc1Nc1ccccn1 | 93 | 100 | · | 97 | 102 | 88 | 100 | 99
Cn1c(SCC(=O)Nc2ccc(S(=O)(=O)Nc3ccc(Cl)nn3)cc2)nc2ccccc2c1=O | 96 | 109 | 107 | 89 | 106 | 105 | · | 105
C/C(Cc1ccc(Cl)cc1)=C(\c1ccc(OCCN2CCCCCC2)cc1)c1ccc(OC(=O)C2CCCCC2)cc1 | 68 | 82 | 84 | 81 | 86 | 67 | 13 | 91
Cc1ccc(C=O)cc1 | 98 | 101 | 98 | 112 | 103 | 113 | · | 113
CN1CCN(Cc2ccc(NC(=O)c3[nH]ncc3Nc3ccnc4ccsc34)cc2)CC1 | 64 | 65 | 38 | 41 | 61 | 24 | 49 | 86
CC(=O)/C(=C/c1ccc(C#N)cc1)C(=O)c1ccccc1 | 79 | 105 | 84 | 97 | 60 | 101 | 75 | 81
C=C(C)[C@@H]1CC[C@]2(C(=O)NCC(=O)O)CC[C@]3(C)[C@H](CC[C@@H]4[C@@]5(C)Cc6c([nH]c7ccccc67)C(C)(C)[C@@H]5CC[C@]43C)[C@@H]12 | 80 | 92 | 103 | 85 | 107 | 67 | 87 | 87
CN(C)[C@@H]1C(=O)C(C(=O)NCN2CCCCC2)=C(O)[C@@]2(O)C(=O)C3=C(O)c4c(O)cccc4[C@@](C)(O)[C@H]3C[C@@H]12 | 101 | 101 | 102 | 98 | 102 | 101 | 95 | 97

An excerpt from above in order of number of heavy atoms, highest first.
SMILES | UACC-62 | SK-MEL-2 | SK-MEL-5 | EKVX | MALME-3M | A549/ATCC | M14 | UACC-257
Nc1nc(Cl)c2c(C(F)(F)F)cn(CC3CCNCC3)c2n1 | 87 | 88 | 95 | 89 | 101 | 94 | 57 | 84
O=C(O)c1nc(-c2ccccc2)oc1N1CCOCC1 | 85 | 97 | 105 | 104 | 120 | 100 | 106 | 104
O=C(Cc1ccccc1)C(O)c1ccccc1 (stereo unspecified) | 91 | 102 | 91 | 80 | 104 | 96 | 99 | 110

Compound profiles, from the list above:
Shown for Cc1ccc(C=O)cc1 → UACC-62 = 98; SK-MEL-2 = 101; SK-MEL-5 = 98; EKVX = 112; MALME-3M = 103; A549/ATCC = 113; M14 = ·; UACC-257 = 113
Shown for CC(/C=C1\SC(=S)N(CCC(=O)NC(Cc2c[nH]c3ccccc23)C(=O)O)C1=O)=C\c1ccccc1 (stereo unspecified) → UACC-62 = 83; SK-MEL-2 = 108; SK-MEL-5 = 104; EKVX = 109; MALME-3M = 84; A549/ATCC = 95; M14 = 92; UACC-257 = 100
Shown for Cc1nsc(N)n1 → UACC-62 = 101; SK-MEL-2 = 109; SK-MEL-5 = 103; EKVX = ·; MALME-3M = 112; A549/ATCC = 101; M14 = 98; UACC-257 = 86

Next part:
SMILES | UACC-62 | SK-MEL-2 | SK-MEL-5 | EKVX | MALME-3M | A549/ATCC | M14 | UACC-257
O=C(NCCC1CNC2CCCCC12)C1CCN(C(=O)C2CCC(Cl)CC2)CC1 (stereo unspecified) | 90 | 120 | 100 | 98 | 94 | 99 | 97 | 104
Cc1nc2scc(-c3ccccc3)n2c(=O)c1CCN1CCOCC1 | 89 | 105 | 97 | · | 88 | 102 | 100 | 105
O=C1C=C(O)C(=O)C=C1O | 102 | 107 | 114 | 102 | 144 | 112 | 104 | 107
O=C(NS(=O)(=O)c1ccccc1)n1cc(-c2ccncc2)c(-c2ccc(Cl)c(O)c2)n1 | 59 | 64 | 100 | 104 | 28 | 98 | 34 | 92
CCC(Sc1ccccc1[N+](=O)[O-])[N+](=O)[O-] (stereo unspecified) | 96 | 103 | 101 | 107 | 102 | 102 | 108 | 104
CCCc1n(Cc2ccc3ccccc3n2)cc[n+]1Cc1ccc2ccccc2n1 | 1.7* | · | -49* | 58 | 13 | 63 | 37 | -11*
NC1N=C(Nc2ccc(Cl)cc2)N=CC(c2cc3ccccc3oc2=O)=N1 (stereo unspecified) | 76 | 104 | 92 | 78 | 91 | 79 | 90 | 78
N#CN1CCOCC1 | 103 | 95 | 109 | 101 | 115 | 99 | 101 | 107
CCOC=Nc1c(C(=O)Nc2ccc(OC)cc2)oc2ncccc12 | 103 | 96 | 99 | · | 99 | 105 | 101 | 106
COC(=O)CC1SC(c2cccc(F)c2)N(c2nnc(COc3ccc(F)cc3)s2)C1=O (stereo unspecified) | 106 | · | 106 | 100 | · | 108 | 115 | 167
COC(=O)C(OCc1ccccc1Br)C(=O)Nc1ccc([N+](=O)[O-])cc1 (stereo unspecified) | 96 | 113 | 105 | 102 | 110 | 105 | 100 | 101
C=CCN1C(=O)C(O)(CC(=O)c2cc3ccccc3oc2=O)c2ccccc21 (stereo unspecified) | 86 | 103 | 99 | 89 | 91 | 104 | 96 | 104
COc1ccc(-c2[nH]ncc2-c2cc(OC)c(OC)c(OC)c2)cc1 | 35 | -2.4* | -22* | · | 57 | 18 | 4.5* | 43

Individual results from the list:
Result of COC(=O)CC1SC(c2cccc(F)c2)N(c2nnc(COc3ccc(F)cc3)s2)C1=O (stereo unspecified) in SK-MEL-5: 106
Result of O=C1C=C(O)C(=O)C=C1O in SK-MEL-2: 107
Result of NC1N=C(Nc2ccc(Cl)cc2)N=CC(c2cc3ccccc3oc2=O)=N1 (stereo unspecified) in MALME-3M: 91
Result of Cc1nc2scc(-c3ccccc3)n2c(=O)c1CCN1CCOCC1 in SK-MEL-5: 97
Result of C=CCN1C(=O)C(O)(CC(=O)c2cc3ccccc3oc2=O)c2ccccc21 (stereo unspecified) in UACC-257: 104
Result of CCOC=Nc1c(C(=O)Nc2ccc(OC)cc2)oc2ncccc12 in M14: 101
Result of N#CN1CCOCC1 in MALME-3M: 115
